Growth percent in the NCI-60 one-dose screen (48 h, 10 µM unless noted): 100 = growth as untreated, 0 = no growth, -100 = all killed.
NCI-H322M: NCI-H322M lung cancer; AID 1794733; 2.7% of 80,000 active
NCI-H460: NCI-H460 lung cancer; AID 1794736; 6.8% of 82,000 active
SK-OV-3: SK-OV-3 ovarian cancer cells. 3.2% of 80,000 active
OVCAR-4: OVCAR-4 ovarian cancer cells. 3.7% of 80,000 active. AID 1794784
NCI-H226: NCI-H226 lung cancer; 3.5% of 79,000 active; AID 1794732
IGROV1: IGROV1 ovarian cancer. 4.7% of 79,000 active. AID 1794786
NCI-H522: NCI-H522 lung cancer; 8% of 78,000 active
NCI/ADR-RES: NCI/ADR-RES ovarian cells | 4.4% of 81,000 active | AID 1794790
NCI-H23: NCI-H23 lung cancer | 4% of 80,000 active
Starred values were filed as active, the others as inactive; . = not tested or not shown; & = joins results of further samples. How the source made its calls: active means growth percent below 10; inactive means the rest.

SMILES	NCI-H322M	NCI-H460	SK-OV-3	OVCAR-4	NCI-H226	IGROV1	NCI-H522	NCI/ADR-RES	NCI-H23
Cc1oc2ncnc(Nc3cccc(F)c3)c2c1C(=O)O	109	104	102	101	109	.	94	105	98
C=C(C)[C@@H]1CC=C2c3sc(-c4ccc(O)c(O)c4)nc3C[C@@H](C)[C@]2(C)C1	93	54	108	52	95	45	16	78	58
CC(=O)Nc1cccc(C)c1	123	105	98	84	103	103	.	98	99
CC(c1ccccc1)N1C(=O)/C(=C/c2csc(C#N)n2)SC1=S (stereo unspecified)	100	106	108	98	97	91	75	97	101
C(=C\c1nccc2c1[nH]c1ccccc12)/c1ccccc1	30	4.9*	25	15	52	-16*	4.3*	15	34
O=[N+]([O-])c1cccc(/C=N/Nc2ncc(-c3cc4cc5c(cc4o3)OCO5)s2)c1	96	83	.	42	81	100	71	41	72
O=C(NNC(=S)Nc1cccnc1)c1cc2ccc1CCc1ccc(cc1)CC2	86	48	117	61	85	62	76	99	79
Oc1ccc(-c2nc3ccc4[nH]ncc4c3c3c2CCCC3)c2cccnc12	11	-22*	-0.9*	10	-2.0*	6.7*	15	8.0*	-7.8*
Cc1c(C(=O)Nc2ccc3ccccc3n2)cnn1-c1ccccc1Br	80	39	90	35	76	70	69	81	61
CCOC1CCC=CO1 (stereo unspecified)	103	112	.	107	94	105	107	111	95
Cc1ccc(OCC(=O)O)c(O)c1 (tested in a mixture with another compound)	112	110	100	113	104	115	.	109	101
O=c1ccc(N=Nc2ccccc2)ccc1Cl	103	98	94	85	88	81	-23*	-4.7*	16
Cc1cnc(C(=O)NNc2nc3sc4c(c3c(=O)n2C)C(C)CCC4)cn1 (stereo unspecified)	9.9*	4.2*	12	-15*	-1.5*	-19*	-9.9*	1.3*	5.5*
Cc1nn(-c2cc(=O)[nH]c3cccc(C)c23)c(N)c1C#N	93	99	95	102	54	58	91	103	92
NC(=O)c1cnc(N/N=C/c2ccccc2)nc1N	89	103	105	89	94	95	85	97	88
CCOC(=O)N/C(=C1/OCCN1C)[P+](c1ccccc1)(c1ccccc1)c1ccccc1	90	87	95	65	93	62	54	106	86
COc1cc2c3c(n(CCCN4CCC[C@@H]4CO)c(=O)c2cc1OC)-c1cc2c(cc1C3=O)OCO2	-96*	-72*	27	-82*	-66*	-89*	-82*	-67*	-86*
Nc1ncc(-c2ccc3ncnc(Nc4cncc(Cl)c4)c3c2)cn1	30	68	46	67	55	7.9*	56	82	65
COc1ccc(C2CC(=O)c3c(cc(OC)c(O)c3OC)O2)cc1 (stereo unspecified)	117	113	114	.	93	115	91	102	93
CCOC(=O)C(CCC1=NC(C)(C)CC(C)O1)C(=O)OCC (stereo unspecified)	137	51	101	91	95	96	63	83	78
O=C(O)C(Cc1ccccc1)c1ccccc1 (stereo unspecified)	110&103	103&101	112&115	111&106	104&91	121&110	105&125	110&103	103&105
CCOP(=O)(OCC)C1c2ccccc2-c2ccccc21	86	105	103	100	103	87	108	103	102
CCN1C(=O)C=CC1=O	117	108	103	95	109	108	112	.	98
O=C(COc1cccc(-c2nc3sccn3c2-c2ccncn2)c1)c1ccccc1	87	98	110	95	.	95	89	97	95
O=C(Cn1c(=O)[nH]c2ccccc2c1=O)N1CCOCC1	90	108	111	105	77	96	92	99	88

Of the compounds above, these contain a halogen:
SMILES	NCI-H322M	NCI-H460	SK-OV-3	OVCAR-4	NCI-H226	IGROV1	NCI-H522	NCI/ADR-RES	NCI-H23
Cc1oc2ncnc(Nc3cccc(F)c3)c2c1C(=O)O	109	104	102	101	109	.	94	105	98
Cc1c(C(=O)Nc2ccc3ccccc3n2)cnn1-c1ccccc1Br	80	39	90	35	76	70	69	81	61
O=c1ccc(N=Nc2ccccc2)ccc1Cl	103	98	94	85	88	81	-23*	-4.7*	16
Nc1ncc(-c2ccc3ncnc(Nc4cncc(Cl)c4)c3c2)cn1	30	68	46	67	55	7.9*	56	82	65

Later entries
SMILES	NCI-H322M	NCI-H460	SK-OV-3	OVCAR-4	NCI-H226	IGROV1	NCI-H522	NCI/ADR-RES	NCI-H23
CCc1ccc(-c2ccc(N(C)Cc3ccccc3)nn2)cc1S(N)(=O)=O	110	105	103	100	.	104	.	118	101
O=c1cc(-c2nc(-c3ccccc3)c(-c3ccccc3)n2-c2ccccc2)c2ccc3ccccc3c2o1	83	98	89	87	98	96	72	81	88
CCC1(C)C(C#N)C(=O)NC(=O)C1C#N (stereo unspecified)	103&107	120&104	100&98	106	120&98	110&127	87&101	115&105	102&112
Cc1cc(C)nc(NS(=O)(=O)c2ccc(NCN3C(=O)c4ccccc4C3=O)cc2)n1	101	109	95	98	99	106	99	100	98
COc1ccccc1OCCOc1ccccc1OC	103	108	107	102	98	108	107	103	93
O=Cc1ccc2c3c(cccc13)CC2	103	84	91	99	100	109	92	95	102
Cc1cc(O)c(C2=NN(c3ccc(S(N)(=O)=O)cc3)C(c3ccc(N(C)C)cc3)C2)c(C)c1Cl (stereo unspecified)	98	47	106	59	89	34	40	86	79
COc1cc(Cn2cc3c(c2)-c2onc(CO)c2CC3)cc(OC)c1	84	98	108	97	83	97	85	98	88
O=c1ccc(-c2ccccc2)nn1Cc1nnc(NC2CCCCC2)s1	106	96	100	83	94	103	76	86	97
O=C(Nc1ccc2ncnc(Nc3ccc(F)c(Cl)c3)c2c1)c1ccccc1	27	30	45	-40*	72	29	56	66	75
O/N=C/c1c2ccccc2cc2ccccc12	99	104	97	99	99	103	93	103	96
CCOc1ccc(C(C[N+](=O)[O-])Sc2ccccc2N)cc1 (stereo unspecified)	88	59	73	83	79	-35*	85	73	10
O=c1ssc(Cl)c1-c1ccccc1	105	99	118	98	99	84	112	96	100
COC(=O)c1ccc2[nH]c(O)c(C(=Nc3ccc(N(C)C(=O)CN4CCN(C)CC4)cc3)c3ccc(OC)cc3)c2c1	38	15	2.4*	39	26	6.4*	17	101	28
O=c1cc(-c2ccccc2)oc2c1ccc1ccccc12	96	97	88	94	86	94	79	83	85
O=c1oc2ccccc2cc1-c1cs/c(=N/N=C\c2ccc(Cl)cc2)n1/N=C/c1ccc(Cl)cc1	94	101	101	115	103	107	68	108	94
O=C1/C(=C\c2cccc3cccnc23)SC(=S)N1CCc1ccc(O)cc1	90	98	114	86	94	75	59	91	92
COc1ccc(/C=C2\SC(=S)NC2=O)cc1	95	93	96	95	82	97	89	99	93
COC(=O)/C(C#N)=C1/CCC(C(=O)NCc2ccc(Cl)cc2Cl)N1 (stereo unspecified)	103	106	111	104	101	101	92	104	102
O=[N+]([O-])c1ccc(CC2=NCCc3cc4c(cc32)OCO4)cc1	89	96	104	105	96	108	87	97	103
Cc1ccc(NC(=O)c2sc3nc4c(cc3c2N)C(=O)CCC4)cc1	56	29	37	106	84	96	.	98	65
Cn1cc(-c2nnc(N)nc2-c2c[nH]c3ccccc23)c2cc(F)ccc21	96	81	91	91	96	64	67	95	103
COc1ccc(/C=N/NC(=O)c2[nH]c3ccc(Br)cc3c2-c2ccccc2)o1	44	0.2*	38	68	50	20	-55*	20	.
CCOC(=O)c1c(NCC(=O)Nc2ccccc2Cl)sc2c1CCCC2	94	104	90	101	94	90	95	96	97
NC/C(=C/F)COc1ccc2nc(N3CCOCC3)oc2c1	109	106	105	93	95	86	.	116	93
New compounds follow.
SMILES	NCI-H322M	NCI-H460	SK-OV-3	OVCAR-4	NCI-H226	IGROV1	NCI-H522	NCI/ADR-RES	NCI-H23
Cc1ccc(/C=C/C(=O)c2ccc(NC(=O)CSc3nc4c([nH]3)c(=O)n(C)c(=O)n4C)cc2)c(C)c1	71	24	31	37	47	36	33	83	58
CC(O)CCC(C)O (stereo unspecified)	90	108	114	102	104	.	.	108	113
O=S(=O)(N/N=C/c1ccc(O)cc1O)c1cc(Cl)c(Cl)cc1Cl	119	121	108	109	101	131	90	104	104
CCOC(=O)C1CCC(C(=O)OCC)N1c1ccc(C=O)cc1 (stereo unspecified)	91	109	106	126	97	103	82	109	102
CC(C)=CC/C=C(/C)[C@H]1CC[C@]2(C)[C@@H]1CC[C@@H]1[C@@]3(C)C/C(=C/c4ccco4)C(=O)C(C)(C)[C@@H]3CC[C@]12C	105	101	110	104	99	102	87	100	99
Nc1nc(N)c(-c2ccccn2)c(CCCO)n1	104	108	102	110	99	109	95	108	102
CC(=O)c1cc(C(=O)c2ccc(Br)cc2)n2ccc(C)cc12	94	97	82	88	84	96	87	97	91
COc1cc2oc(-c3cccc(NC(=O)[C@@H](N)CC(C)C)c3)cc(=O)c2c(OC)c1OC	100	104	114	106	103	103	96	105	100
CCCCCCCCCCCCCCCCCCC1=C(O)C(=O)C=C(OC)C1=O	103	109	96	99	77	95	96	88	94
Cc1ccc(N=Nc2ccc(C)cc2)cc1	.	102	84	102	97	89	71	102	90
CCC(CCNC(=O)c1ccccc1)(CCNC(=O)c1ccccc1)[N+](=O)[O-]	.	101	108	95	103	107	98	90	93
CCOC(=O)c1c(NC(=O)c2cc(Cl)nc(Cl)c2)sc2c1CCN(C(=O)OC(C)(C)C)C2	98	96	92	90	88	109	86	99	98
Cc1nn(-c2ccccc2)c2nc(CN3CCN(c4cc5c(cc4F)c(=O)c(C(=O)O)cn5C4CC4)CC3)[nH]c(=O)c12	67	20	97	85	85	33	54	99	53
COc1ccccc1NCCCCOc1cc(O)c2c(=O)cc(-c3ccccc3)oc2c1	110	103	83	100	106	106	81	92	91
COC(=O)c1sc(-c2ccn(C)n2)cc1N	92	104	92	90	101	98	110	99	93
CCCCCCCCCCCCCCNC(=O)Nc1ccc(Cl)c(Cl)c1	108	87	73	25	19	.	-7.0*	-0.7*	-0.6*
Cc1cccc(C)c1NS(=O)(=O)c1ccc(N)cc1	78	107	96	95	107	104	64	102	103
CCOC(=O)/C(C#N)=C(\CC)c1ccccc1	100	119	105	101	111	90	107	111	118
O=C1CCc2ccccc2C1	92	110	102	94	89	106	110	109	89
O=C1CCC(=O)N1c1ccccc1Cl	113	106	94	111	108	90	86	97	92
Cc1cc2nnc(Nc3ccccc3)n2c(SCc2ccccc2)n1	102	107	66	100	88	103	76	97	108
COc1ccc(C2(c3ccccc3)c3ccccc3C(=O)c3ccccc32)cc1	100	92	114	86	99	95	71	90	85
Fc1ccc(-c2nnc(CNc3ccc(F)c(Cl)c3)o2)cc1	108	116	100	111	.	103	66	109	95
C=C(Cl)CNC	90	111	134	123	105	90	103	117	110
COC1=C[C@@]23CCCN2CCc2cc4c(cc2[C@H]3[C@H]1OC(=O)C(C)(C)O)OCO4	103	104	112	96	100	105	95	99	99

Reformatted comma-delimited: entries from further up.
Compound,NCI-H322M,NCI-H460,SK-OV-3,OVCAR-4,NCI-H226,IGROV1,NCI-H522,NCI/ADR-RES,NCI-H23
O=C(Cn1c(=O)[nH]c2ccccc2c1=O)N1CCOCC1,90,108,111,105,77,96,92,99,88
CCc1ccc(-c2ccc(N(C)Cc3ccccc3)nn2)cc1S(N)(=O)=O,110,105,103,100,.,104,.,118,101
O=c1cc(-c2nc(-c3ccccc3)c(-c3ccccc3)n2-c2ccccc2)c2ccc3ccccc3c2o1,83,98,89,87,98,96,72,81,88
CCC1(C)C(C#N)C(=O)NC(=O)C1C#N (stereo unspecified),103&107,120&104,100&98,106,120&98,110&127,87&101,115&105,102&112
Cc1cc(C)nc(NS(=O)(=O)c2ccc(NCN3C(=O)c4ccccc4C3=O)cc2)n1,101,109,95,98,99,106,99,100,98
COc1ccccc1OCCOc1ccccc1OC,103,108,107,102,98,108,107,103,93

(further entries)
SMILES	NCI-H322M	NCI-H460	SK-OV-3	OVCAR-4	NCI-H226	IGROV1	NCI-H522	NCI/ADR-RES	NCI-H23
CCOC(=O)/N=[N+](\[O-])c1ccccc1	92	101	93	113	100	103	89	107	111
O=C1/C(=C/c2ccc(Cl)cc2)N=C2SCCCN12	103	105	107	90	99	107	76	105	98
CCOC(=O)c1c(NCC(=O)Nc2ccccc2)sc(C(C)=O)c1C	104	104	112	100	98	115	91	103	104
CC1CN(CC(O)c2ccccc2)CC(C)O1 (stereo unspecified)	95	105	102	109	87	106	98	111	95
O=C1/C(=C/c2ccc(OCc3cccc(Br)c3)cc2)Oc2cc(O)ccc21	105	115	90	104	92	115	97	104	101
O=C(OC12CC3CC(CC(C3)C1)C2)c1ccc(NCc2cc(O)ccc2O)cc1	48	3.3*	46	-86*	-64*	-81*	-75*	-79*	-22*
C/C(CCC(=O)O)=N/Nc1ccc([N+](=O)[O-])cc1	94	38	.	66	93	103	61	50	88
COc1ccc2cc(C(=O)/C=C/N3CCOCC3)ccc2c1	99	97	81	94	109	66	76	81	84
CCc1ccc(Cn2c(=O)nc(NCCN=C(N)N)n(Cc3ccc(OC)cc3)c2=O)cc1	90	110	97	99	96	95	93	98	96
O=C(Nc1cccc(-n2cc(-c3ccncc3)c(-c3ccc(O)c(Cl)c3)n2)c1)Nc1cccc(C(F)(F)F)c1	-10*	-4.5*	4.9*	2.7*	58	-1.9*	-6.2*	11	-5.8*
CN/C=C/C(=O)c1nnn(-c2ccc(Cl)cc2)c1C	94	100	110	106	99	99	92	96	96
CCN(CC)CCN1CC(O)=C(c2nc(-c3ccc(Cl)cc3)cs2)C1=N	16	8.5*	101	85	99	41	50	69	65
Brc1ccc(-c2csc(N/N=C/c3ccc(-n4cncn4)cc3)n2)cc1	102	101	.	100	103	111	88	.	.
O=C(O)c1cc2ccccc2[nH]1	94	106	106	97	80	93	93	100	99
Cc1ccc(Cc2cnc(NC(=O)/C=C/c3ccc(C)o3)s2)cc1	48	12	43	73	70	42	19	34	56
CC(C)(C)c1ccc2c(c1)C(=O)N(NC(=O)c1ccc(S(N)(=O)=O)cc1)C2=O	112	106	103	105	105	110	92	110	110

Compound activity: PubChem, NCI
